Bioassay records: PubChem, Johns Hopkins Ion Channel Center
RGS4 act: potentiators or activators of RGS4; HEK293 M3R/inducible RGS4, carbachol calcium flux Fluo4; hits give low values; B-score at 10 µM; hit rate 0.92% among 310,000; AID 463111;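 active = B-score of the integrated calcium signal more than 4 SD below the library mean, with starting fluorescence not abnormally high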;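 note: negative B-score means reduced calcium response which marks RGS4 activation or potentiation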
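test system = M3R-expressing HEK293 line, RGS4 induced by doxycycline | probe or stimulus = carbachol at ECmax as muscarinic agonist stimulus | timing = dye loading 30 min 37 °C, buffer rest 30 min RT | signal = calcium dye Fluo4 fluorescence | evaluation = B score from integrated fluorescence ratio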
hERG rescue: compounds protecting human hERG from proarrhythmic drug block. Q12809. activation (rescue from dofetilide block), less the hit threshold, % at 10 µM. hit rate 0.51% among 310,000. CHO-hERG, FluxOR thallium flux, dofetilide IC70 present;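 active = activation above the mean of controls blocked by dofetilide plus 5 SD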;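 note: thallium influx through hERG after potassium depolarization seen as dye fluorescence rise; in these data hits start at about 4.7%; inactives centre near -7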
ANO1 activ: mouse TMEM16A channel activation, primary screen; hit rate 0.3% among 340,000; B-score at 10 µM; HEK293 TMEM16A/YFP-H148Q/I152L, iodide quench fluorescence; hits give low values; AID 623877;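 active = fluorescence-ratio B-score plate-corrected deviation score at least 3 library SD below zero, with starting fluorescence score within 5 deviations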;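 note: channel opened by trigger with iodide after compound preincubation; score built on the fluorescence ratio of max minus min over baseline; more negative score means more quench and so TMEM16A activation or potentiation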
KCNK3 block: human KCNK3 channel inhibition, primary screen; CHO-KCNK3 thallium flux, FluxOR fluorescence; hits give low values; hit rate 0.84% among 340,000; B-score at 10 µM;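 active = B-score under library mean minus 4 SD, starting fluorescence ratio at most library mean plus 5 SD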;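 note: more negative B-score means stronger inhibition of thallium flux through KCNK3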
RGS4 inh: inhibitors of human RGS4; HEK293 M3R/RGS4 inducible, Fluo-4 calcium flux; hits give high values; triggered by carbachol at its EC20; B-score at 10 µM; hit rate 0.45% among 310,000; AID 463165;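 active = B-score, a plate-corrected calcium signal, over three deviations above library mean, with baseline fluorescence within five deviations of library mean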;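 note: RGS4 expression induced by doxycycline in cells with stable M3 receptor; B-score is computed from the integrated fluorescence ratio over baseline after carbachol; higher B-score means a larger calcium signal and so more RGS4 inhibition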
MrgX1 ag: agonists of human MrgX1 receptor; MrgX1-HEK293 cells, Fluo-4 calcium fluorescence, agonist mode; hits give high values; B-score at 10 µM; hit rate 0.44% among 310,000; AID 588627;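 active = calcium response B-score plate-corrected fluorescence ratio at least 3 library SD, with starting fluorescence B-score inside 5 SD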
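System: HEK293 cells stably expressing human MrgX1 receptor; Dosing: test compound in the initial addition of three; Schedule: overnight plating, then 30 min 37 °C plus 30 min room-temperature dye loading; Detection: kinetic calcium dye fluorescence, Fluo-4 NW; Controls: per-plate positive and negative controls for Z′ factor.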
MrgX1 PAM: allosterically activates human MrgX1 receptor signaling; hit rate 0.63% among 310,000; Q96LB2; B-score at 10 µM; MrgX1-HEK293, Fluo-4 calcium flux, FDSS; hits give high values; AID 588675;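 active = plate-corrected calcium response at least 3 library SD above typical, normal starting fluorescence, not activating the receptor alone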;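 note: compound read alongside a low EC10 to EC30 dose of BAM8-22 agonist; peak minus trough fluorescence over baseline measured at the second addition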
ANO1 block: mouse TMEM16A channel inhibition, primary screen. normalized B-score (activity score, 25-100; higher = stronger inhibition) at 10 µM. HEK293 TMEM16A/YFP iodide influx fluorescence, ionomycin. hit rate 1.2% among 310,000. Q8BHY3;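 active = ratio plate-corrected score three or more library SD toward inhibition, starting fluorescence score within five deviations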;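 note: score derived from kinetic fluorescence span divided by baseline fluorescence per well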
KCNQ1 inh: blocks the human KCNQ1 potassium channel. P51787. B-score at 10 µM. CHO-K1 KCNQ1, FluxOR thallium flux fluorescence; hits give high values. hit rate 1.3% among 310,000. AID 2642;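 active = compounds whose thallium flux B-score, printed positive for inhibition, exceeds three library SD while starting fluorescence stays within three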;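 note: channel opened by potassium depolarization with thallium stimulus after 20 min compound exposure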
Target sequence (P51787 whole entry, looked up): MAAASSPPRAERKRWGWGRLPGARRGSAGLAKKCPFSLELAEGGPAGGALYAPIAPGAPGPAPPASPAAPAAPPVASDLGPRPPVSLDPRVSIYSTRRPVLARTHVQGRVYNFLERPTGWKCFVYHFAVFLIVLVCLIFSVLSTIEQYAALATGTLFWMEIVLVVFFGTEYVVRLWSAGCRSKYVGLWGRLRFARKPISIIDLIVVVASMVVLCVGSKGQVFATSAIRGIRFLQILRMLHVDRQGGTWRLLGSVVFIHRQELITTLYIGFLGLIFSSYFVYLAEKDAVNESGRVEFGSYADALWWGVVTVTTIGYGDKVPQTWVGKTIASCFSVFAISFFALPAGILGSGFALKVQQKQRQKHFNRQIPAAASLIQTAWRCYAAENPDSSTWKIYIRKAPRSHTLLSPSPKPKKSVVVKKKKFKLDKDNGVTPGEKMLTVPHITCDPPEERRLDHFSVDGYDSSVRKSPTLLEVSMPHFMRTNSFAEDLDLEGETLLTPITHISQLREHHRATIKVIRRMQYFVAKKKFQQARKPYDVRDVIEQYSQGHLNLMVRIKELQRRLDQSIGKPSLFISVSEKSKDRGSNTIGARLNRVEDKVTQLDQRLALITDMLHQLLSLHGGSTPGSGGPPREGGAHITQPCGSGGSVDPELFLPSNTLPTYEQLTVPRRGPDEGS
KCNK9 block: blocks the human KCNK9 two-pore domain potassium channel; Q9NPC2; HEK293 KCNK9, FluxOR thallium flux fluorescence; hits give low values; B-score at 10 µM; hit rate 1.2% among 310,000; AID 488922;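 active = ratio B-score over 3 SD below the library mean, with starting fluorescence within 5 SD of its mean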;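 note: negative B-score means less thallium flux so channel inhibition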
Target sequence (Q9NPC2 whole entry, looked up, the tested form may be a part): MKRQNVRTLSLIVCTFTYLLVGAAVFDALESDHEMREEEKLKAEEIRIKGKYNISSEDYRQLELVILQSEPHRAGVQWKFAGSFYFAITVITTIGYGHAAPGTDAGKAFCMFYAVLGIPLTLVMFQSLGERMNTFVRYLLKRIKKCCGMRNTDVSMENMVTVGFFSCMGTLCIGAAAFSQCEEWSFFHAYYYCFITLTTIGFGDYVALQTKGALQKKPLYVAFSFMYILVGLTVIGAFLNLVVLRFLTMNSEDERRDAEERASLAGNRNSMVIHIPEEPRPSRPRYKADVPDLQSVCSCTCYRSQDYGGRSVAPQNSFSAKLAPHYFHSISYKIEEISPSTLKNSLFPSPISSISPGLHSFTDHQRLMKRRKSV
KCNQ1 act: human KCNQ1 channel potentiation or activation. B-score at 10 µM. hit rate 0.35% among 310,000. CHO-K1 KCNQ1, thallium flux FluxOR fluorescence; hits give high values. P51787;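 active = fluorescence ratio B-score, a plate-corrected score, at least three library SD, with initial intensity B-score within 5 SD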
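System: Stable KCNQ1 CHO-K1 line | Incubation: 90 min dye loading and 20 min compound exposure, both at room temperature | Measure: Ratio B score | Medium: Assay buffer for compound exposure, DMSO matched across wells | Compound dosing: Single-concentration screen | Probe or stimulus: K+/Tl+ depolarizing stimulus | Measured by: Kinetic FluxOR fluorescence, 10 s baseline plus 110 s post-stimulus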
* marks the source's active call; other numbers are inactive results; i = inactive; x = no result given.

Values run as follows: RGS4 act	hERG rescue	ANO1 activ	KCNK3 block	RGS4 inh	MrgX1 ag	MrgX1 PAM	ANO1 block	KCNQ1 inh	KCNK9 block	KCNQ1 act
1. COc1ccc(C(=O)c2coc(-c3ccccc3C(=O)O)c2C(=O)O)cc1
 : i	-4.9	i	i	i	i	i	i	i	i	i
2. CCc1cc2c(-c3ccccc3)cc(=O)oc2cc1OCC(=O)NCC1CCC(C(=O)O)CC1 (centres undefined)
 : i	-10.1	i	i	i	i	i	i	i	i	i
3. COC(=O)c1cc(S(=O)(=O)NCc2ccc(F)cc2)cn1C
 : i	-6.0	i	i	i	i	i	i	i	i	i
4. COc1ccccc1N1CCN(c2nc3ccccn3c(=O)c2C=O)CC1
 : i	-11.3	i	i	i	i	i	i	i	i	i
5. Cn1c(CC(=O)Nc2ccc(Cl)c(Cl)c2)n[nH]c1=S
 : i	-11.6	i	i	i	i	i	i	i	i	i
6. CCOC(=O)c1nnc(-c2ccc(C)cc2)nc1N1CCSCC1
 : i	-4.9	i	i	i	i	i	i	i	i	i
7. CC(C)(C)S(=O)(=O)c1cnc(N2CCCC2)nc1N
 : i	-10.7	i	i	i	i	i	i	i	i	i
8. CCn1nnnc1-c1ccc(OC)c(S(=O)(=O)Nc2ccc(C)c(C)c2)c1
 : i	-6.6	i	i	i	i	i	i	i	i	i
9. COc1cccc(C2=NN(C(=O)c3ccc(C)o3)C(O)(C(F)(F)F)C2)c1 (centres undefined)
 : i	-15.7	i	i	i	i	i	i	i	i	i
10. CCn1c(SCC(=O)NC2CCCc3ccccc32)nnc1-c1cccs1 (centres undefined)
 : i	-9.9	i	i	i	i	i	i	i	i	i
11. Cc1nnc(SCc2cc(=O)[nH]c(=S)[nH]2)s1
 : i	-2.3	i	i	i	i	i	i	i	i	i
12. COc1ccc(-c2cc(C(=O)OCC(=O)NC(C)(C)C)c3ccccc3n2)cc1
 : i	-10.3	i	i	i	i	i	i	i	i	i
13. CCOc1ccc(NC(=O)c2c(NC(=O)CN3CCCC3)sc3c2CCC3)cc1
 : i	-8.6	i	i	i	i	i	i	i	i	i
14. Cc1ccc2c(c1)C(O)(CC(=O)c1cccnc1)C(=O)N2 (centres undefined)
 : i	-9.8	i	i	i	i	i	i	i	i	i
15. CCOCCn1c(N2CCN(c3ccc(OC)cc3)CC2)nc2c1c(=O)n(C)c(=O)n2C
 : i	-4.1	i	i	i	i	i	i	i	i	i
16. O=C(CC1(O)C(=O)Nc2cc(Cl)cc(Cl)c21)c1ccccc1O (centres undefined)
 : i	-2.6	i	i	i	i	i	i	i	i	i
17. O=C(COC(=O)c1nc(Cl)ccc1Cl)NNC(=O)c1cccs1
 : i	-9.0	i	i	i	i	i	i	i	i	i
18. CN(C(=O)c1ccc(NC(=O)C2CC=CCC2C(=O)O)cc1)c1ccccc1 (centres undefined)
 : i	-13.3	i	i	i	i	i	i	i	i	i
19. CCOC(=O)/C=C1\SCC(=O)N1CC(=O)NC(c1ccccc1)c1ccccc1
 : i	-3.1	i	i	i	i	i	i	i	i	i
20. CN(C)CCCNC(=O)C(=O)NCC1OCCN1S(=O)(=O)c1cc(F)ccc1F (centres undefined)
 : i	-8.2	i	i	i	i	i	i	i	i	i
21. Cc1c(Cl)cccc1NC(=O)Nc1cc(C(C)(C)C)on1
 : i	-5.7	i	i	i	i	i	i	i	i	i
22. COc1ccc(N2CCC(CNC(=S)Nc3cccc(OC)c3)C2)cc1 (centres undefined)
 : i	-3.3	x	x	i	i	i	i	i	i	i
23. COC(=O)c1ccc(-c2ccc(CNCC(O)c3ccccc3)o2)cc1 (centres undefined)
 : i	-7.1	i	i	i	i	i	i	i	i	i
24. CCN(C(=O)CSc1nnc(-c2ccncc2)o1)c1ccccc1
 : i	-14.0	i	i	i	i	i	i	i	i	i
25. Cn1cccc1C(=O)NC(=O)COC(=O)c1ccc(O)cc1
 : i	-11.1	i	i	i	i	i	i	i	i	i
26. COc1nccnc1NS(=O)(=O)c1ccc(NC(=O)c2ccc(F)cc2)cc1
 : i	-4.9	i	i	i	i	i	i	i	i	i
27. COc1ccc(C(=O)N/C(=C/c2ccc(Cl)cc2)C(=O)Nc2ccc(C(=O)O)cc2)cc1
 : i	-5.3	i	i	i	i	i	i	i	i	i
28. O=C(Cc1ccccc1)Nc1cc([N+](=O)[O-])ccc1N1CCOCC1
 : i	-9.3	i	i	i	i	i	i	i	i	i
29. CC(=O)N1CCN(C(=O)c2cc(-c3cccc4ccccc34)nc3ccccc23)CC1
 : i	-13.9	i	i	i	i	i	i	i	i	i
30. CCn1c(NC(=O)c2nn(C)cc2Br)nc2ccccc21
 : i	-7.3	i	i	i	i	i	i	i	i	i
31. CC(C)c1ccc(N(CC(=O)NCCSCc2ccco2)S(C)(=O)=O)cc1
 : i	-7.8	i	i	i	i	7.13*	i	i	i	i
32. COC(=O)c1ccc(OC(=O)c2cnccn2)cc1
 : i	-4.6	i	i	i	i	i	i	i	i	i
33. Cc1csc(NC(=O)CSc2nnc3c4ccccc4nc(C(C)(C)C)n23)n1
 : i	-1.0	i	i	i	i	i	i	i	i	i
34. CSc1ncc(Cl)c(C(=O)Nc2ccccc2[N+](=O)[O-])n1
 : i	-4.1	i	i	i	i	i	i	i	i	i
35. CC(C)=C1C2CCC1C(C(=O)NCCc1ccccc1)C2C(=O)O (centres undefined)
 : i	2.1	i	i	i	i	i	i	i	i	i
36. CCOC(=O)c1oc2c(c1C)/C(=N/O)CCC2
 : i	-9.6	i	i	i	i	i	i	i	i	i
37. CCOc1ccc(C2C(C(=O)Nc3ccc(F)cc3)=C(C)Nc3nc(CCCO)nn32)cc1 (centres undefined)
 : i	-9.5	i	i	i	i	i	i	i	i	i
38. Cc1c(NS(=O)(=O)c2cccc3nsnc23)c(=O)n(-c2ccccc2)n1C
 : i	-9.4	i	i	i	i	i	i	i	i	i
39. CCOc1ccc(N(CC(=O)Nc2ccc(CC)cc2)S(=O)(=O)c2c(C)[nH]c(=O)[nH]c2=O)cc1
 : i	-7.6	i	i	i	i	i	i	i	i	i
40. Cc1ccc2c(c1)CCCN2C(=O)c1ccco1
 : i	-5.2	i	i	i	i	i	i	i	i	i
41. O=C(O)CSc1cc(C(=O)c2ccccc2O)cn2c(=O)c3c(-c4ccccc4)csc3nc12
 : i	-14.9	i	i	i	i	i	i	i	i	i
42. Cc1ccc(C(=O)NC2c3ccccc3-c3ccccc32)cc1
 : i	-3.9	i	i	i	i	i	i	i	i	i
43. NC(=O)c1cc(C(=O)Cc2ccc(Cl)cc2)c[nH]1
 : i	0.1	i	i	i	i	i	i	i	i	i
44. Cc1ccccc1CN1CCC(CNC(=O)Nc2ccc(F)cc2F)CC1
 : i	-5.4	x	i	i	i	i	i	i	i	i
45. CCOC(=O)Nc1ccc(S(=O)(=O)NCc2ccccc2)cc1
 : i	3.4	i	i	i	i	i	i	i	i	i
46. O=C(O)CC(CCc1ccccc1)OC1OC(CO)C(O)C(O)C1O (centres undefined)
 : x	x	i	i	x	i	i	i	x	x	x
47. Cc1ccc(NC(=O)c2ccc3nc[nH]c3c2)c(O)c1
 : i	-14.1	i	i	i	i	i	i	i	i	i
48. CC(C)Cn1c(=O)c(C(=O)Nc2ccccc2S(N)(=O)=O)c(O)c2ccccc21
 : i	-9.4	i	i	i	i	i	i	8*	i	i
49. O=C1c2ccccc2CN1CCNS(=O)(=O)c1ccc(Cl)cc1
 : i	-10.4	i	i	i	i	i	i	i	i	i
50. OCCN1CCN(c2nnc(-c3ccccc3)c3ccccc23)CC1
 : i	-6.3	i	i	i	i	i	i	i	i	i
51. O=C(Nc1ccc(Cl)cc1)Nc1ccc2c(c1)N1CCN=C1S2
 : i	-25.9	i	i	i	i	i	i	12*	i	i
52. COc1cccc(-n2c(CNc3ccc(F)cc3)nnc2SCC(N)=O)c1
 : i	-4.0	i	i	i	i	i	i	i	i	i
53. Cc1nc2ccccc2c(=O)n1NC(=O)c1ccc(Cl)c([N+](=O)[O-])c1
 : i	-6.3	x	i	i	i	i	i	i	i	i
54. CCc1ccc2nc(SCC(=O)N(CC)CC)c(C#N)cc2c1
 : i	-11.0	i	i	i	i	i	i	i	i	i
55. O=C(O)c1ccccc1S(=O)CCO (centres undefined)
 : i	-5.7	i	i	i	i	i	i	i	i	i
56. Cc1cc(SCC(=O)N(C)c2c(N)n(Cc3ccccc3)c(=O)[nH]c2=O)nc2ccccc12
 : i	-3.5	i	i	i	i	i	i	i	i	i
57. Nc1nccnc1C(=O)OCC(=O)NCCc1ccc(S(N)(=O)=O)cc1
 : i	-10.8	i	i	i	i	i	i	i	i	i
58. CCC(=O)c1ccc2ncccc2c1
 : i	-12.2	i	i	i	i	i	i	i	i	i
59. CCc1cc2c(COC(=O)c3cccc(NS(C)(=O)=O)c3)cc(=O)oc2cc1O
 : i	-7.6	i	i	i	i	i	i	i	i	i
60. Cc1ccc(N=CC=C2OC(C)(C)C(C)(C)O2)cc1
 : i	-1.6	i	i	i	i	i	i	i	i	i

(cont.)
Values run as follows: RGS4 act	hERG rescue	ANO1 activ	KCNK3 block	RGS4 inh	MrgX1 ag	MrgX1 PAM	ANO1 block	KCNQ1 inh	KCNK9 block	KCNQ1 act
61. Cc1ccc(C(=O)n2c(=S)nc3ccccn32)cc1
 : i	-4.2	x	x	i	x	x	x	i	i	i
62. Cc1cnc(C(=O)OCC(=O)Nc2ccc(C)c(S(=O)(=O)N3CCCCCC3)c2)cn1
 : i	-4.9	i	i	i	i	i	i	i	i	i
63. COc1ccc(S(=O)(=O)n2nc(OC(=O)c3ccncc3)cc2N)cc1
 : i	-4.9	i	i	i	i	i	i	i	i	i
64. O=C(CN1C(=O)CSC1=O)Nc1ccccc1N1CCOCC1
 : i	-11.1	i	i	i	i	i	i	i	i	i
65. CCS(=O)(=O)N1Cc2ccccc2CC1C(=O)Nc1ccc(F)cc1 (centres undefined)
 : i	-11.0	i	i	i	i	i	i	i	i	i
66. COc1ccc(C(=O)Nc2cccc3nc(C)ccc23)c(OC)c1
 : i	-6.5	i	i	i	i	i	i	i	i	i
